# Assay outcomes from PubChem BioAssay.
# UBC9 SUMO inh – blocks human SUMOylation mediated by UBC9; P63279; HTRF SUMOylation assay, SAE1/SAE2 + UBC9, in vitro; inhibition, % at 35 µM; hit rate 0.36% among 290,000; in the data active = inhibition above about 50%, passing the limit was not always enough; inconclusive = no clear call, values can overlap the other calls; also: strong numbers were not always called active
# MEKK2mut PB1 HTS – signal of MEK5 binding to mutant human MEKK2 PB1 domain; bead flow cytometry, Alexa488-MEK5 binding to MEKK2 mutant; hit rate 0.35% among 290,000; AID 1530; percent response, % at 10 µM; in the data active = percent response above about 24%, passing the limit was not always enough; also: inactives centre near 1; some results filed as inactive read as strong as hits; reference of the scale not given here
# IDE act – IDE (human) activation, cell-based; P14735; HEK cells, FAbeta-B cleavage, fluorescence polarization; 0% vehicle, 100% cell-free pure enzyme wells; activation, % at 5.96 µM; hit rate 0.073% among 340,000; AID 493087;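 active = activation above the mean of all tested compounds plus 3 SD, set per screening campaign, cut at about 17% in these data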
# p-CIP stab down – lowers stability of the mouse p/CIP coactivator protein; Q05BA5; F442A p/CIP-EGFP cells, EGFP fluorescence, 16 h; decrease of EGFP signal, % at 10 µM; hit rate 0.01% among 290,000; AID 1984;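 active = EGFP signal decrease of at least 30% at 10 µM or well 3 SD below plate mean, unless failing retest; inactive = the rest, including hits failing retest or dose response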; also: some compounds called inactive have numbers as strong as hits; many of its hits are not listed in these tables
# Target sequence (Q05BA5 1-1403): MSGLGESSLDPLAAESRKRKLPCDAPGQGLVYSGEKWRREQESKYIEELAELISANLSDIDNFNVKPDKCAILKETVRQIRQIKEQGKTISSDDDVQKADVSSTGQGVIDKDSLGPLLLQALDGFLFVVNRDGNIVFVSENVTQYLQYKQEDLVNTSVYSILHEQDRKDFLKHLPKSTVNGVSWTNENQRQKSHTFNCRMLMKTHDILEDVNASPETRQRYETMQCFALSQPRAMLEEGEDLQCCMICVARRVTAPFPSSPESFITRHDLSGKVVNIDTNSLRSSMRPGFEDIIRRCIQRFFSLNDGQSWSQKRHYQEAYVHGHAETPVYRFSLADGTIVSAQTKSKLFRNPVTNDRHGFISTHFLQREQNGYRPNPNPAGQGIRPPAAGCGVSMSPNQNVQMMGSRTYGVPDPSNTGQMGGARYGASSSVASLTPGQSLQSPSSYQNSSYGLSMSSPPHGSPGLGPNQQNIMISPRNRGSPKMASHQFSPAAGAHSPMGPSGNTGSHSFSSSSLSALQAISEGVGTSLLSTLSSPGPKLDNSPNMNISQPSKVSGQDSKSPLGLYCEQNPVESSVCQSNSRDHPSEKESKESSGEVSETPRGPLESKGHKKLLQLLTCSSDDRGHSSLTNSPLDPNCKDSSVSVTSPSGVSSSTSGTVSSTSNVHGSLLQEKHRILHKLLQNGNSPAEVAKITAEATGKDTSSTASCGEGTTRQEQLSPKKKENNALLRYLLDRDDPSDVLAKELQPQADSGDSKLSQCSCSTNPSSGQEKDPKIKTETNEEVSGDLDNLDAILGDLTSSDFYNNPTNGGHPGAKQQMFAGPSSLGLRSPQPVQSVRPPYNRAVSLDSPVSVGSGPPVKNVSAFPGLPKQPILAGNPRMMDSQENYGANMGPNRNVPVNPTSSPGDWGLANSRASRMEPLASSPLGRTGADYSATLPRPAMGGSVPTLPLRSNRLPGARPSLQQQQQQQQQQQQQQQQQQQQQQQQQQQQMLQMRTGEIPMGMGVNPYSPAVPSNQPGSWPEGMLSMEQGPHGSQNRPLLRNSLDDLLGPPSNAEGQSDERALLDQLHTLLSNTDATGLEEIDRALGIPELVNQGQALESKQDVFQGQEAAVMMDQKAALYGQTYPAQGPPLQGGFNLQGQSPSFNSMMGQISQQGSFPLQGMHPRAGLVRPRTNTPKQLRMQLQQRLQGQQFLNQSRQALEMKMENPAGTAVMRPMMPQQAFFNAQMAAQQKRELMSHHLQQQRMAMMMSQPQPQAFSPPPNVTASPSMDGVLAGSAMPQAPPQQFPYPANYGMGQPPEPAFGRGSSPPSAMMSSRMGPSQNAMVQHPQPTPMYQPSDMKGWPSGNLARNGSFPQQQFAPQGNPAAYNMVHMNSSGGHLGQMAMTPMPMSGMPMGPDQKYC
# PfM18AAP inh – PfM18AAP enzyme inhibition; recombinant PfM18AAP, H-Glu-NHMec fluorogenic cleavage; inhibition, % at 7.35 µM; hit rate 1.2% among 290,000; AID 1822;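 active = inhibition above the campaign mean inhibition over all tested compounds plus 3 SD, cut at about 28% in these data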;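 also: 0% = plate median of test compound wells and 100% = 2 mM ZnCl2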
# NALP1 yeast inh – blocks the NALP1 inflammasome reconstituted in yeast; hit rate 0.61% among 280,000; AID 2071; inhibition, % at 10 µM; S. cerevisiae NALP1/ASC/caspase-1 growth, X-gal OD620, 72 h; in the data active = inhibition mostly above about 24%, no sharp cut-off; inactive = mostly below about 32%; also: some compounds called inactive have numbers as strong as hits
# IDE inh – cellular human IDE inhibition; HEK cells, FAbetaB cleavage, fluorescence polarization; inhibition, % at 5.59 µM; hit rate 0.41% among 320,000; AID 434962;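 active = percent inhibition above the average of all tested compounds plus 3 SD, set per screening campaign, cut at about 16% in these data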;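 also: IDE supplied by intact live HEK cells; FP after avidin binding of uncleaved biotin substrate so inhibition keeps polarization high; 0% = DMSO wells and 100% = 60 µM reference IDE inhibitor Ii1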
# MEKK3 PB1 HTS – MEKK3-MEK5 PB1 interaction, increase or decrease | Q99759 | bead-based flow cytometry, Alexa488-MEK5 binding to MEKK3; actives lie on both sides; 0 = blocked by unlabeled MEK5, 100 = vehicle | binding response (% of control), % at 10 µM | hit rate 1.4% among 290,000 | AID 1529;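 active = binding response more than 3 SD above or below the average of its plate-row segment, actives on both sides; inconclusive = wells at one plate position flagged as instrument error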;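 also: Alexa488 bead fluorescence after subtracting the streptavidin-only scavenger bead signal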
# MEKK2wt PB1 HTS – raises or lowers MEK5 binding to wildtype human MEKK2 PB1 domain; binding response (% of control), % at 10 µM; hit rate 1.1% among 290,000; Q9Y2U5; bead flow cytometry, Alexa488-MEK5 binding to MEKK2 WT; actives lie on both sides; in the data active = binding response below about 67% or above about 130%; inconclusive = no clear call, values can overlap the other calls; inactive = in between
# * = called active by the depositor; ? = inconclusive; / = no result given. An excerpt; count on the stated rates, not on these rows.
UBC9 SUMO inh	MEKK2mut PB1 HTS	IDE act	p-CIP stab down	PfM18AAP inh	NALP1 yeast inh	IDE inh	MEKK3 PB1 HTS	MEKK2wt PB1 HTS	canonical_smiles
-3	0	4	-1	-2	-24	-2	98	103	O=C(Nc1ncccc1Cl)c1cccc(F)c1
-4	2	4	-6	-12	7	1	102	100	O=C1COc2ccccc2CN1
17	4	-4	-1	-13	17	2	99	99	COc1ccccc1C(=O)Nc1c2c(nn1-c1ccc([N+](=O)[O-])cc1)CS(=O)(=O)C2
18	-1	1	-8	-8	61	5	100	96	CC1=C(C(=O)Nc2ccc(Cl)cc2)C(c2ccco2)NC(=O)N1 (stereo not given)
4	-19	1	1	-2	/	4	95	87	O=C(Nc1ccc(S(=O)(=O)Nc2ncccn2)cc1)c1nn(Cc2ccccc2)c(=O)c2ccccc12
2	4	1	-4	4	6	10	109	112	CCSc1sccc1C1C(C#N)=C(N)N(c2cccnc2)C2=C1C(=O)CCC2 (stereo not given)
-5	5	5	-1	2	4	1	111	111	Cc1cccc(CCNC(=O)c2oc3c(C)c(C)ccc3c2C)n1
12	-1	1	-40	1	-19	5	99	97	CC(C)=CC(=O)Nc1ccc(S(=O)(=O)Nc2ccccn2)cc1
1	3	-3	3	10	3	6	101	104	COc1cccc(CNc2nc3nc(C)cc(C)n3n2)c1
4	14	2	-3	4	8	-1	112	108	Cc1ccc2c(CN(C)Cc3cccc(F)c3)cc(=O)oc2c1
30	4	1	-20	8	10	-2	101	100	COc1ccccc1OCCC(=O)OCC(=O)Nc1ncc(Cl)cc1Cl
31	4	-2	4	0	-4	6	97	100	O=C(CN1CCCC1)N1CCN(c2ccccc2)CC1
-11	1	1	2	0	3	-1	102	103	O=C1CCCCC1C(=O)c1cn(-c2ccc(Cl)c(Cl)c2)nn1 (stereo not given)
-2	/	1	-3	2	2	6	/	/	CC(C)(C)c1nn(-c2ccccc2)c2nc(Cl)c(C=O)cc12
10	-1	0	-8	-11	-3	1	103	98	Cc1c(Br)c([N+](=O)[O-])nn1CC(=O)NCC1CCCO1 (stereo not given)
-21	0	0	0	2	13	1	100	106	CCOC(=O)C1C(c2cc(OC)c(O)c(OC)c2)NC(=S)NC1(O)C(F)(F)F (stereo not given)
6	5	-11	3	2	-4	2	101	106	COc1ccc(Br)cc1C(=O)Nc1ccccc1-c1ccccc1
5	-1	4	-21	-11	13	2	104	106	Cc1ccc2c(c1)C(c1ccncc1)=NNC(c1ccc(F)cc1)=N2
-11	-10	0	-9	4	1	-5	100	90	O=C(CCc1ccccn1)NC1CCCc2c1cnn2-c1ccc(F)cc1F (stereo not given)
-5	5	4	-4	4	12	4	108	121	COCCN(CCOC)c1nc(-c2ccc(Cl)cc2)nc2ccccc12
9	2	6	-10	1	1	4	99	102	Cc1c(NC(=O)CSc2n[nH]c(=O)n2-c2ccccc2)c(=O)n(-c2ccccc2)n1C
10	-1	6	-1	7	8	-4	105	98	C/C(CC(=O)NC12CC3CC(CC(C3)C1)C2)=N\NC(=O)Cc1cccs1
-86	/	-15	4	-1	-9	24*	/	/	COc1ccc(-c2nnc(Nc3nc4c(OC)cccc4s3)o2)cc1
7	-1	4	-7	-9	37	1	101	104	Clc1cccc(OCCN2CCNCC2)c1

# Some of these compounds in order of their number in IDE act, descending.
smiles,UBC9 SUMO inh,MEKK2mut PB1 HTS,IDE act,p-CIP stab down,PfM18AAP inh,NALP1 yeast inh,IDE inh,MEKK3 PB1 HTS,MEKK2wt PB1 HTS
C/C(CC(=O)NC12CC3CC(CC(C3)C1)C2)=N\NC(=O)Cc1cccs1,10,-1,6,-1,7,8,-4,105,98
COCCN(CCOC)c1nc(-c2ccc(Cl)cc2)nc2ccccc12,-5,5,4,-4,4,12,4,108,121
COc1ccc(-c2nnc(Nc3nc4c(OC)cccc4s3)o2)cc1,-86,/,-15,4,-1,-9,24*,/,/

# New compounds follow.
UBC9 SUMO inh	MEKK2mut PB1 HTS	IDE act	p-CIP stab down	PfM18AAP inh	NALP1 yeast inh	IDE inh	MEKK3 PB1 HTS	MEKK2wt PB1 HTS	canonical_smiles
-18	5	0	-5	-7	11	6	102	103	Nc1c(-c2ccc(Cl)cc2)cnn1-c1cccc(C(F)(F)F)c1
9	3	4	-2	-11	1	-1	107	107	CCN1C(=O)CC(NNC(=O)c2ccccc2)C1=O (stereo not given)
2	10	5	14	-9	3	6	110	111	CCOC(=O)C1CCN(C(=O)CN(c2ccc(OC)cc2)S(=O)(=O)c2c(C)nn(C)c2C)CC1
-11	2	2	-8	4	2	5	102	98	CCOc1cc2[nH]c(=O)n(Cc3ccccc3)c(=O)c2cc1OCC
17	3	0	-7	-2	-11	0	105	105	COc1ccc(OCc2ccc(-c3nc4ccccc4c(=O)n3N)o2)cc1
6	-1	-2	-3	5	10	-3	98	104	COc1ccccc1NC(=O)Cn1cnc2c(oc3ccccc32)c1=O
-1	-3	2	-1	7	-2	1	99	97	Cc1[nH][nH]c(=O)c1C=NCc1ccc(Cl)cc1
-1	-9	-1	-6	-5	26	3	94	92	Cc1ccc(N2CC(C(=O)Nc3cc(C)on3)CC2=O)c(C)c1 (stereo not given)
-10	1	9	37	3	12	1	104	105	Cn1c(NCc2ccco2)nc2c1c(=O)n(Cc1ccc(Cl)cc1)c(=O)n2C
-12	-12	/	-5	4	-2	10	85	76	O=C(N/N=C/c1nn(-c2ccccc2)cc1-c1ccc(Cl)cc1)c1ccncc1
3	-1	4	12	-10	23	1	98	99	CC(C)CCNC(=O)C(=O)Nc1cc2c3c(c1)CC(=O)N3CCC2
/	2	4	/	/	/	3	102	95	C[C@]12CCC[C@H](O1)c1c(cc3c(c1O)C(=O)c1c(O)cc(O)cc1C3=O)O2
-8	0	0	-3	2	1	1	98	101	Cc1cccc(NS(=O)(=O)c2nnc(NC(=O)C3CCCCC3)s2)c1
6	3	10	-8	-1	2	3	103	106	Cc1c(C(=O)Nc2ccc(F)cc2)sc2ncn(CC(=O)N3CCCCC3)c(=O)c12
/	-11	5	-1	-6	24	-4	98	97	CCOc1ccccc1NC(=O)c1cccc2c1C(=O)N(C1CCCCC1)C2
-1	2	-1	-1	14	11	1	97	98	COc1cnn(-c2ccccc2)c(=O)c1SCc1ccc(Cl)c(Cl)c1
12	7	4	2	-4	13	-11	103	111	Cc1nc(NC(=O)CSc2nc3cccnc3n2Cc2ccccc2)sc1C
4	0	1	4	2	/	2	97	99	COc1c(Cl)cnn(-c2ccccc2)c1=O
-8	3	-3	6	1	14	2	105	97	CN(Cc1nc(-c2cnccn2)no1)CC1(c2ccccc2)CC1(C)C (stereo not given)
-9	-4	2	5	3	16	-8	104	103	Cc1nnc(SCCN2CCOCC2)n1C
3	-3	8	7	-1	-6	-1	99	95	O=C(Nc1cccc(S(=O)(=O)N2CCOCC2)c1)c1ccc2c(=O)n3c(nc2c1)CCCCC3
/	1	8	-19	4	-5	2	106	104	N=C1S/C(=C\c2ccco2)C(=O)N1c1ccc2c(c1)OCO2
-10	-11	5	9	1	-12	4	68	81	O=C1N(c2ccc3c(c2)OCCO3)C(c2ccccc2)C1(F)F (stereo not given)
-7	-1	-2	8	-5	7	3	105	100	O=C(NC(=S)NC1CCCc2ccccc21)c1ccco1 (stereo not given)

# Of the compounds above, 13 contain a Cl atom.
UBC9 SUMO inh	MEKK2mut PB1 HTS	IDE act	p-CIP stab down	PfM18AAP inh	NALP1 yeast inh	IDE inh	MEKK3 PB1 HTS	MEKK2wt PB1 HTS	canonical_smiles
-3	0	4	-1	-2	-24	-2	98	103	O=C(Nc1ncccc1Cl)c1cccc(F)c1
18	-1	1	-8	-8	61	5	100	96	CC1=C(C(=O)Nc2ccc(Cl)cc2)C(c2ccco2)NC(=O)N1 (stereo not given)
30	4	1	-20	8	10	-2	101	100	COc1ccccc1OCCC(=O)OCC(=O)Nc1ncc(Cl)cc1Cl
-11	1	1	2	0	3	-1	102	103	O=C1CCCCC1C(=O)c1cn(-c2ccc(Cl)c(Cl)c2)nn1 (stereo not given)
-2	/	1	-3	2	2	6	/	/	CC(C)(C)c1nn(-c2ccccc2)c2nc(Cl)c(C=O)cc12
-5	5	4	-4	4	12	4	108	121	COCCN(CCOC)c1nc(-c2ccc(Cl)cc2)nc2ccccc12
7	-1	4	-7	-9	37	1	101	104	Clc1cccc(OCCN2CCNCC2)c1
-18	5	0	-5	-7	11	6	102	103	Nc1c(-c2ccc(Cl)cc2)cnn1-c1cccc(C(F)(F)F)c1
-1	-3	2	-1	7	-2	1	99	97	Cc1[nH][nH]c(=O)c1C=NCc1ccc(Cl)cc1
-10	1	9	37	3	12	1	104	105	Cn1c(NCc2ccco2)nc2c1c(=O)n(Cc1ccc(Cl)cc1)c(=O)n2C
-12	-12	/	-5	4	-2	10	85	76	O=C(N/N=C/c1nn(-c2ccccc2)cc1-c1ccc(Cl)cc1)c1ccncc1
-1	2	-1	-1	14	11	1	97	98	COc1cnn(-c2ccccc2)c(=O)c1SCc1ccc(Cl)c(Cl)c1
4	0	1	4	2	/	2	97	99	COc1c(Cl)cnn(-c2ccccc2)c1=O

# Other records follow.
UBC9 SUMO inh	MEKK2mut PB1 HTS	IDE act	p-CIP stab down	PfM18AAP inh	NALP1 yeast inh	IDE inh	MEKK3 PB1 HTS	MEKK2wt PB1 HTS	canonical_smiles
-7	-2	-5	-8	-1	-13	5	109	100	CCc1cc2c(SCC(=O)Nc3cc(C)on3)ncnc2s1
/	10	/	/	/	/	0	106	128	C#CCOCCOCCOCCNc1nc(N2CCN(C(=O)C([C@@H](C)CC)n3cc(C(N)COC(=O)C(F)(F)F)nn3)CC2)nc(N2CCN(C(=O)C([C@@H](C)CC)n3cc(C(N)CC(C)C)nn3)CC2)n1 (stereo not given in full)
6	1	-4	3	-1	13	-2	99	102	O=C(COc1ccc(Cl)cc1)Nc1ccc2oc(=O)ccc2c1
4	3	0	-2	0	/	6	102	105	CCC(=O)N1CCN(c2ccc(Cl)cc2NC(=O)Cc2ccccc2)CC1
17	7	2	-14	6	-1	3	107	104	CCN(CC)C(=O)Oc1ccc2c(=O)c(-c3ccc(OC)cc3)coc2c1
-2	0	2	-4	-6	-4	6	101	100	CC(C(=O)NC(c1ccccc1)c1ccccc1)N1CCOCC1 (stereo not given)
?	-3	6	1	-2	15	0	96	95	Cc1ccc(-c2cnc(-c3ccncc3)o2)cc1
-2	-3	0	1	3	0	-2	99	97	COCc1c(C(=O)N/N=C/c2ccco2)nnn1-c1nonc1N
11	6	5	-3	2	-7	/	110	103	O=c1ccc2cc3c(-c4ccccc4)coc3cc2o1
-19	-6	0	-2	5	1	-4	102	103	CCC1C(c2ccccc2)N(C)C(c2ccccc2)CC1(O)c1ccccc1 (stereo not given)
5	24	-1	-13	5	29	-1	104	117	CCCN1CCN(C(=S)Nc2ccc([N+](=O)[O-])cc2)CC1
16	2	3	-14	5	15	-1	99	98	Cc1cc(NC(=O)CSc2nc3ccccc3c(=O)n2-c2ccccc2)no1
14	-8	-3	-6	1	25	-3	91	94	Cn1c(Oc2ccc(F)cc2F)c(C=O)c2ccccc21
6	5	10	0	3	7	-1	104	109	O/N=C(\c1ccccc1)c1nccc2ccccc12
3	7	4	24	18	1	-6	102	112	CCOc1ccc(NC(=O)c2c(NC(=O)CN3CCCC3)sc3c2CCC3)cc1
38	-1	1	1	3	-4	2	102	100	Clc1ccc(-c2n[nH]c3c2CCCC3)cc1
